Artemis inh = inhibitors of human Artemis endonuclease activity; recombinant Artemis, quenched FAM hairpin cleavage fluorescence; inhibition, % at 10 µM; 0.78% of 30,000 active; AID 686954;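 active = at 10 µM dose, at least 30% inhibition, measured as corrected fluorescence normalized to stimulator and neutral control wells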
Target sequence (Q96SD1 whole entry, looked up): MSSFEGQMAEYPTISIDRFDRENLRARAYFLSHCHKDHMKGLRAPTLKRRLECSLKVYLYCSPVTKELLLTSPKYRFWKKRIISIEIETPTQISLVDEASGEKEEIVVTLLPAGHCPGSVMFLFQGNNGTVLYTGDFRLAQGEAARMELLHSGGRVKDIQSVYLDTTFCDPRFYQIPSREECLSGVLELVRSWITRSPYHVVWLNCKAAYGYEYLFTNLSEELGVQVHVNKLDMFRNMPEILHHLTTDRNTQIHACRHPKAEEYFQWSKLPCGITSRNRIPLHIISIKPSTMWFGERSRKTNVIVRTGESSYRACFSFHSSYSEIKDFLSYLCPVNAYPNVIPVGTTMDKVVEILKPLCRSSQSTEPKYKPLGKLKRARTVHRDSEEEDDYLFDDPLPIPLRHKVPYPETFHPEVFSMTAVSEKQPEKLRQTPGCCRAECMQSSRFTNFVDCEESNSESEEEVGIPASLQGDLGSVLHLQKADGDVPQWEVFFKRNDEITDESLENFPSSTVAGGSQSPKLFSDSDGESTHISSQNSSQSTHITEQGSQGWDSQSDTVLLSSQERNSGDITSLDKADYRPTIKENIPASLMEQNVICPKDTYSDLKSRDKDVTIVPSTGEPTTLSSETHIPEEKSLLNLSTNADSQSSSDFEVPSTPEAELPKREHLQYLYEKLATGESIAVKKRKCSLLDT
Numbers without * were called inactive. This is a subset (hit frequency here may not be typical).

SMILES | Artemis inh
CCN(C(=O)CSc1nc(-c2ccccc2)c(-c2ccccc2)[nH]1)C1CCS(=O)(=O)C1 (configuration not stated) | 0
COC(=O)c1[nH]c2cccc(C)c2c1NC(=O)CN1CCN(C(=O)c2ccco2)CC1 | -2
Cc1ccc(OCC(=O)Nc2ccc(N(C)C)cc2)cc1 | -2
CCOC(=O)c1ccc(NC(=O)Cn2nnc(-c3ccc(C)cc3)n2)cc1 | 1
COc1ccc(-c2nnc(SCC(=O)NCc3cccs3)n2C(C)C)cc1 | -5
O=C(NCCN1CCCCC1)c1cc2ccccc2[nH]1 | -11
CC(C(=O)Nc1ccccc1)c1ccc(-c2ccccc2)c(F)c1 (configuration not stated) | -6
CC(C)(C)n1nnnc1CN1CCN(C2CCCC2)CC1 | -8
O=C(Nc1nnc(COc2ccc(Cl)cc2)s1)C1CCCO1 (configuration not stated) | 3
O=C(C1CCC1)N1CCc2cc(S(=O)(=O)Nc3ccc4c(c3)OCCO4)ccc21 | -2
CN(C)CCCOC(=O)c1ccccc1Cl | 1
C=CCNc1sc(C(=O)c2ccccc2)c(N)c1C#N | 6
Cc1ccc(NC(=O)COc2ccc(-n3cnnn3)cc2)cc1C | -1
CCN(CC)CCOC(=O)c1c(C)oc2ccc(O)cc12 | -2
O=C(CSc1nc2nc[nH]c2c(=O)[nH]1)NC1CCCCC1 | 9
Cc1ccc(C(=O)O)cc1NC(=S)NC(=O)C(c1ccccc1)c1ccccc1 | 16
COc1cc(-c2cc(C(=O)O)c3c(OC)c(OC)c(OC)cc3n2)ccc1O | -10
O=C(CCNS(=O)(=O)c1cccs1)N1CCc2ccccc2C1 | -1
CC1CN(c2ncnc3c2oc2ccccc23)CC(C)O1 (configuration not stated) | -5
CSCC[C@H](NC(=O)OC(C)(C)C)c1nnc(SCC(=O)N(C)C)o1 | 4
Cc1nn(-c2nnc(C)c(=O)[nH]2)c(C)c1SCC(=O)Nc1ccc(F)cc1 | 4
CCCCC1(C)OC(=O)C(=Cc2ccc(N(CC)CC)cc2)C(=O)O1 (configuration not stated) | -1
O=C(Nc1ccccc1SCC1CSc2nc3ccccc3c(=O)n21)c1cccc(Cl)c1 (configuration not stated) | -1
COc1ccccc1NC(=O)CCc1c(C)[nH]c(=O)c(C#N)c1C | 7
CC(=O)Nc1ccc(S(=O)(=O)N2CCC(N(C)CCC(C)C)CC2)cc1 | -8
Cc1nc(CS(=O)(=O)c2ccc(Cl)cc2)cc(Sc2ccccc2Cl)n1 | 1
O=c1cc(N2CCCCC2)c(-c2ccccc2)nn1Cc1ccc(Cl)cc1 | -1
COc1ccc(-c2oc3ncn(Cc4ccco4)c(=N)c3c2-c2ccc(OC)cc2)cc1 | 2
O=C1CCSc2ccc(Cl)cc2N1Cc1ccc(Cl)cc1 | 7
CC(C)(C)NC(=O)NC(=O)COC(=O)CCC1CCCCC1 | 6
COC(=O)c1cc(NC(=O)c2cccc(C(F)(F)F)c2)c(=O)oc1C/C=N/OCc1cccc(Cl)c1Cl | 1
Cc1ccc(S(=O)(=O)Nc2cc(C(=O)Nc3cc(C)cc(C)c3)ccc2Cl)cc1 | 19
Fc1ccc(Oc2nc(-c3ccccc3)nnc2C(F)(F)F)cc1 | 6
COc1cccc(-n2c(C)nc3c(cnn3-c3ccc(C)cc3)c2=O)c1 | -5
Cc1[nH]nc2c1C(c1ccsc1)C(C#N)=C(N)O2 (configuration not stated) | -6
COCCN1C(=O)N(c2cccc(C)c2)C(=O)C1CC(=O)Nc1ccc(F)cc1 (configuration not stated) | 1
CC(C)=C1SC(N2CCOCC2)=NC1=O | -7
Cc1cc(C)cc(-n2c(C)cc(/C=N/NC(=O)c3cccc([N+](=O)[O-])c3C)c2C)c1 | 1
COc1cccc(C(=O)c2sc(NC(C)C)nc2N)c1 | -1
CCn1c(=O)c2c(n3cnnc13)-c1ccccc1CC21CCCCC1 | 1
Cc1ccc(S(=O)(=O)Nc2cccc(-c3cn4ccsc4n3)c2)cc1 | 6
CCOC(=O)C1CCN(C(=O)CSCCSCC(=O)N2CCC(C(=O)OCC)CC2)CC1 | -5
Cc1cc(OCCN2CCCC2)ccc1C(C)C | -6
O=C(Cc1ccccc1)NC(=S)Nc1cccc(C(F)(F)F)c1 | 8
CC1(C)CC(C)(c2ccc(O)cc2O)N(c2ccc3ccccc3c2)C(=S)N1 (configuration not stated) | 8
Cc1ccc(C(C)C)cc1OCCOCCN1CCCC1 | 4
Cc1ccc(C(=O)n2c3ccccc3c3ccccc32)cc1 | -4
O=C(NCCO)c1ccc2[nH]c3ccccc3c2c1 | -2
COc1ccc(C2C(C#N)=C(N)N(Nc3ccccc3)C3=C2C(=O)CC(C)(C)C3)cc1C (configuration not stated) | 2
CCn1c(Cc2ccc(OC)cc2)nnc1SCC(=O)Nc1nc2ccccc2s1 | -2
CC(C)CCNC(=O)CN(Cc1ccc2c(c1)OCO2)C(=O)CCC(=O)Nc1ccccn1 | -6
Cc1ccc(-c2nc(=S)c3c(n2CCN2CCOCC2)CC(C)(C)OC3)cc1 | 2
CCOC(=O)NC1(C(F)(F)F)N=C(c2ccccc2)NC1=O (configuration not stated) | 4
O=C(NCc1ccccn1)c1cc(-c2ccccc2Cl)on1 | 2
Cc1ccc2nc(NCC(=O)O)nc(-c3ccccc3)c2c1 | -1
Cc1nnc(NC(=O)CN2C(=O)c3ccccc3S2(=O)=O)s1 | 2
COC(=O)C1=C(C)NC(C)=C(C(=O)OC)C1c1ccc2ccccc2n1 | -7
CC(=O)c1ccccc1OCC(O)CN1CCN(C(c2ccccc2)c2ccccc2)CC1 (configuration not stated) | 0
COc1ccccc1-n1c(C)cc(C=O)c1C | -3
c1ccc(-c2nccc(-c3ccc(-n4cnc5ccccc54)cc3)n2)nc1 | 100*
(cont.)
SMILES | Artemis inh
Cc1cccc2sc(NC(=O)CN(C)S(=O)(=O)c3cccs3)nc12 | 4
CCC(=O)c1ccc(OCC(O)CN2CCN(c3cccc(C(F)(F)F)c3)CC2)cc1 (configuration not stated) | 7
CCC(NC(=O)NCCCn1ccnc1)(C(F)(F)F)C(F)(F)F | -2
COc1c2c(nc3occc13)C(CC=C(C)C)(OC)C(OC(C)=O)CC2 (configuration not stated) | 2
O=C(CN1CCN(c2ccc(Cl)cc2)CC1)c1ccc2c(c1)OCO2 | 10
Cc1cccc(/N=C/c2c(O)cc(C)oc2=O)n1 | -1
CN(C)CCNC(=O)c1ccccc1-c1ccccc1 | 2
CCOC(=O)c1ccc(NC(=O)c2ccc(C)c(S(=O)(=O)N3CCOCC3)c2)cc1 | 1
COc1cc(C(=O)Nc2nccs2)cc(OC)c1OC | 3
Cc1ccccc1Cn1cc(/C=N/n2cnnc2)c2ccccc21 | 7
CC(C)(C)c1cc(C(F)(F)F)c(C#N)c(=O)[nH]1 | 0
CCOc1cc(-c2c(C#N)c(N)nc3c2CCCC3)ccc1O | -16
CCOC(=O)c1sc(NCC2CCCO2)nc1C (configuration not stated) | -8
CCCCC[n+]1ccn(C2=C([O-])c3ccccc3C(=O)/C2=N\S(=O)(=O)c2ccccc2)c1 | 14
Cc1ccc(-c2nnc(SCc3nc(N)nc(Nc4ccccc4C)n3)n2N)cc1 | -9
CC1CN(Cc2nc3c(c(=O)n(C)c(=O)n3C)n2CCCc2ccccc2)CC(C)O1 (configuration not stated) | -6
O=C(NCc1ccco1)c1ccc(=O)[nH]n1 | -5
CCC(C)(C)NC(=O)C(c1ccc(C)cc1)N(Cc1ccco1)C(=O)CCC(=O)Nc1nccs1 (configuration not stated) | 5
CC(C)(C)C(=O)/C=C(\N)c1ccccn1 | -8
CCOc1ccc(/C(O)=C2/C(=O)C(=O)N(CCOCCO)C2c2ccccc2)cc1 (configuration not stated) | 2
Cc1oc2cc(OC(C)C(=O)O)ccc2c(=O)c1Oc1ccccc1 (configuration not stated) | -2
CCOC(=O)N1CCN(C(=O)C2CCN(c3ncnc4c3sc3cccc(F)c34)CC2)CC1 | 0
CCOC(=O)c1ccc(NC(=O)CCC(CC)C(=O)O)cc1 (configuration not stated) | -9
CCc1nc2ccccc2n(CC)c1=O | 1
COc1ccc(NC(=O)c2ccc(COc3ccccc3Br)o2)cc1OC | -10
Cc1ccc(S(=O)(=O)CC(=O)Nc2nc(-c3ccccc3)cs2)cc1 | 11
CCN1CCCC1Cn1cnc2c([nH]c3cc(OC)ccc32)c1=O (configuration not stated) | -4
Cc1cccnc1NC(=O)c1ccc2nc(N)sc2c1 | 5
COc1ccc(C(=O)NNC(=S)NC(=O)c2cc(-c3ccccc3)nc3ccccc23)cc1 | 4
COC(=O)c1c(NC(=O)c2cccnc2)sc(C)c1C | -2
O=C(C1CCN(S(=O)(=O)c2ccc(-n3cnnn3)cc2)CC1)N1CCN(c2ccccc2)CC1 | -8
CC(C)CCN(C)C1CCN(S(=O)(=O)c2cccc(C(F)(F)F)c2)CC1 | -2
Cn1nc(C(F)(F)F)c2cc(NC(=O)OCc3ccc(C(C)(C)C)cc3)sc21 | 0
CCCCCN1C2=NCCN2c2ccccc21 | 8
O=C(CN(C(=O)CNS(=O)(=O)c1ccccc1)c1ccc2c(c1)OCCO2)NC1CCCCC1 | 5
Nn1c(N2CCCCC2)nc2ccccc21 | -9
O=C(O)CCn1c(C(=O)O)cc2sccc21 | -5
Cc1ccc(NC(=O)C2C3CC4OC(=O)C2C4C3)cc1Cl (configuration not stated) | -8
O=C(Nc1ccc(F)cc1)c1cc(S(=O)(=O)Nc2ccc(F)cc2)cs1 | 18
Nc1ccc(C(=O)OCc2nc3c(ccc4ccccc43)[nH]2)cc1 | 18

Not a retest: an excerpt of the list.
SMILES | Artemis inh
COc1ccc(NC(=O)c2ccc(COc3ccccc3Br)o2)cc1OC | -10
Cc1ccc(S(=O)(=O)CC(=O)Nc2nc(-c3ccccc3)cs2)cc1 | 11

New compounds follow:
SMILES | Artemis inh
Cc1cc(=O)n2[nH]c(-c3ccccc3Cl)cc2n1 | -4
Nc1ccc(Cl)c(NC(=O)c2cccs2)c1 | -3
CC(=O)c1c(COC(=O)c2ccco2)nc2ccccc2[n+]1[O-] | 3
c1ccc(-c2ccccc2-c2nc(-c3ccncc3)no2)cc1 | 2
Cc1ccc(CNc2oc(COc3ccccc3Cl)nc2C#N)cc1 | -2
COC(=O)C(Cc1ccccc1)NC(=O)COc1ccc(C(C)(C)C)cc1 (configuration not stated) | -3
Nc1cc(-c2ccccc2)nn1Cc1ccc(Cl)cc1 | -4
CC(=O)Nc1ccc(S(=O)(=O)Nc2ccc(N3CCOCC3)c(F)c2)cc1 | -1
Cc1ccc(OCCNS(=O)(=O)c2ccc(N3CCCC3=O)cc2)cc1 | -4
O=C(COc1cccc(Oc2ccccc2)c1)Nc1ncccn1 | 4
Fc1ccc(SCCc2ccncc2)cc1 | -2
CC1CCc2nc(NC(=O)C3CC3)sc2C1 (configuration not stated) | -1
COc1cc(C)ccc1OCCOCCOc1ccccc1Br | 5
Cc1ccc(/C=N/NC(=O)CC2N=C(Cc3ccccc3)NNC2=O)cc1 (configuration not stated) | 4
Cc1cc(C)c2oc(-c3ccc(Cl)c(NC(=O)c4ccc(C#N)cc4F)c3)nc2c1 | 3
O=C(CSc1nc(-c2ccco2)cc(C(F)(F)F)n1)NCCc1ccccc1 | 10
O=C(NNc1c2ccccc2nc2ccccc12)c1ccc(O)cc1O | 38*
CSCC[C@H](NC(=O)OC(C)(C)C)c1nnc(SCc2ccc(F)cc2)o1 | -3
COc1ccc(Cl)cc1C(=O)NCc1cn(C)nc1C | 4
COC(=O)c1cc(OC)c(OC)cc1NC(=O)CCCCCN1C(=O)CCC1=O | -2
CC(C)CC(c1nnnn1C(C)(C)C)N1CCN(C2CCCC2)CC1 (configuration not stated) | 5
O=C(CSc1nnc(-c2cccs2)n1Cc1ccccc1)NCc1ccc2c(c1)OCO2 | 8
CC(=O)Nc1ccc(S(=O)(=O)Nc2nc(CN3CCOCC3)nc3sc4c(c23)CCCC4)cc1 | 8
c1csc(-c2nc3nc4ccccc4nc3n2Cc2ccc3c(c2)OCO3)c1 | 28
COc1ccc(-c2noc(-c3ccccc3C(=O)Nc3cccnc3)n2)cc1 | -3
Cc1ccc(OCCC(=O)OCC(=O)Nc2ccc(Cl)cn2)cc1 | 3
N#CCC(=O)N1CCn2c1nc1ccccc12 | -10
CC(C)(C)OC(=O)N1CCC[C@@H]1C(=O)N1CCC(C(=O)O)CC1 | -2
CC(=O)c1c(C(C)=O)c(C)n(-c2ccc(N)cc2)c1C | -9
Cc1ccc(N)cc1CN1CCCC1=O | -6
Clc1ccc(NC2=NCCC2)cc1Cl | -7
CC(=O)Nc1ccc2nc(-c3cccnc3)[nH]c2c1 | -1
CCOC(=O)CNC(=O)CSc1nc2ncc(Br)cc2[nH]1 | 3
COc1ccc(N2CCN(c3oc(COc4ccc(Cl)cc4Cl)nc3C#N)CC2)cc1 | -1
CC(=O)Oc1ccc(C(=O)Nn2cnnc2)cc1 | -5
COc1ccccc1NC(=O)c1cc(S(=O)(=O)N2CCOCC2)ccc1Cl | 4

In a second layout: 19 of the compounds above
smiles,Artemis inh
O=C(NNc1c2ccccc2nc2ccccc12)c1ccc(O)cc1O,38*
CSCC[C@H](NC(=O)OC(C)(C)C)c1nnc(SCc2ccc(F)cc2)o1,-3
COc1ccc(Cl)cc1C(=O)NCc1cn(C)nc1C,4
COC(=O)c1cc(OC)c(OC)cc1NC(=O)CCCCCN1C(=O)CCC1=O,-2
CC(C)CC(c1nnnn1C(C)(C)C)N1CCN(C2CCCC2)CC1 (configuration not stated),5
O=C(CSc1nnc(-c2cccs2)n1Cc1ccccc1)NCc1ccc2c(c1)OCO2,8
CC(=O)Nc1ccc(S(=O)(=O)Nc2nc(CN3CCOCC3)nc3sc4c(c23)CCCC4)cc1,8
c1csc(-c2nc3nc4ccccc4nc3n2Cc2ccc3c(c2)OCO3)c1,28
COc1ccc(-c2noc(-c3ccccc3C(=O)Nc3cccnc3)n2)cc1,-3
Cc1ccc(OCCC(=O)OCC(=O)Nc2ccc(Cl)cn2)cc1,3
N#CCC(=O)N1CCn2c1nc1ccccc12,-10
CC(C)(C)OC(=O)N1CCC[C@@H]1C(=O)N1CCC(C(=O)O)CC1,-2
CC(=O)c1c(C(C)=O)c(C)n(-c2ccc(N)cc2)c1C,-9
Cc1ccc(N)cc1CN1CCCC1=O,-6
Clc1ccc(NC2=NCCC2)cc1Cl,-7
CC(=O)Nc1ccc2nc(-c3cccnc3)[nH]c2c1,-1
CCOC(=O)CNC(=O)CSc1nc2ncc(Br)cc2[nH]1,3
COc1ccc(N2CCN(c3oc(COc4ccc(Cl)cc4Cl)nc3C#N)CC2)cc1,-1
CC(=O)Oc1ccc(C(=O)Nn2cnnc2)cc1,-5
